# EWS-Fli inh = EWS/Fli transcriptional activity inhibition; AID 651661; 350,000 compounds, 0.67% hits; A673 NR0B1-luciferase reporter, viability-normalised; inhibition, % at 12.6 µM;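 active = mean inhibition of at least 50% after viability correction, with every replicate also passing that limit; inconclusive = mean reaches 50% but only one of two replicates passes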;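 note: firefly luciferase signal divided by Alamar Blue viability fluorescence both relative to DMSO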
# ERAP1 inh = blocks human ERAP1 aminopeptidase activity | 340,000 compounds, 0.15% hits | inhibition, % at 10.7 µM | Q9NZ08 | recombinant ERAP1, Leu-AMC fluorescence, 60 min;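 active = mean replicate inhibition of at least 30%, or all replicates individually reaching that 30% level; inactive = mean below 30% and not every replicate reaching it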;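 note: 0% = neutral control wells and 100% = L-leucinethiol positive control wells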
# Target sequence (Q9NZ08 whole entry, looked up): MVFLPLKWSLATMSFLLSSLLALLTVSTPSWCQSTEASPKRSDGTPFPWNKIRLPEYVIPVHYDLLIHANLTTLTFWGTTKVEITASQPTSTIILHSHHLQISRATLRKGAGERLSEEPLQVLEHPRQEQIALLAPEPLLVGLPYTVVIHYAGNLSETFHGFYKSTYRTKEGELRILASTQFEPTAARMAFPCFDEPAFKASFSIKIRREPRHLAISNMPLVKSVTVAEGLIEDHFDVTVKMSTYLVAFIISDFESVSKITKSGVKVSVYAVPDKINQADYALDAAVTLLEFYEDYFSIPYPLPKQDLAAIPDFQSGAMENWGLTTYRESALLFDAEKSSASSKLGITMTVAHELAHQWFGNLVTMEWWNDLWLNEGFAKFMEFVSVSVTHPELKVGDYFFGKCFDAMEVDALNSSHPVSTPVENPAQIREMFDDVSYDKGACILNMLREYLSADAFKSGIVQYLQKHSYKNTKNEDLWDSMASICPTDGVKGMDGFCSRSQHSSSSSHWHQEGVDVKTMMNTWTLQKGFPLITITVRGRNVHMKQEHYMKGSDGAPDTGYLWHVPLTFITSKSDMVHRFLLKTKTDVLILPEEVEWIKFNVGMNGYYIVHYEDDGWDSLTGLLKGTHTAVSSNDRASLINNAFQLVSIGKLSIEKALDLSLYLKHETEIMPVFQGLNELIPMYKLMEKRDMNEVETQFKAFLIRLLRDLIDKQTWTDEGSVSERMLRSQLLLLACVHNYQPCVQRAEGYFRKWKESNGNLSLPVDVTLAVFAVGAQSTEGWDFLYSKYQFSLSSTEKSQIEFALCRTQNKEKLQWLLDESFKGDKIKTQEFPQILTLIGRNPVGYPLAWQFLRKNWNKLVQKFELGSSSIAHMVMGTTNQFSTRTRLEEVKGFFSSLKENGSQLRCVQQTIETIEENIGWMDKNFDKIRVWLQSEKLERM
# LGR2 inh = inhibitors of bursicon-induced Drosophila LGR2 receptor cAMP signaling; 380,000 compounds, 0.35% hits; inhibition, % at 9.99 µM; HEK293 LGR2, CRE-luciferase, bursicon-stimulated, 4 h;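 active = drop in luminescence signal, shown as inhibition above about 50% in the replicate tests, limit read from the data, passing the limit was not always enough; inconclusive = probably only some replicates passing the limit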;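 note: agonist challenge used bursicon conditioned medium at about half maximal strength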
# PGC1a acetyl inh = lowers PGC1a acetylation signal in U2OS cells; AlphaScreen anti-acetyl-lysine; with virally co-expressed GCN5 acetyltransferase; inhibition, % at 15.6 µM; 350,000 compounds, 0.17% hits; AID 651687;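 active = every replicate shows inhibition of at least 40%; inconclusive = mean inhibition at least 40% but some replicate below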;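 note: 0% = neutral control wells and 100% = positive control wells; some results beyond the cut were filed as inactive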
# S100A4 MyoIIA = S100A4-myosin IIA interaction inhibition. P26447. S100A4/TAMRA-MyoIIA peptide fluorescence polarization. inhibition, % at 10.7 µM. 360,000 compounds, 0.14% hits;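 active = mean inhibition of at least 70% across replicates, with every replicate also reaching that level; inconclusive = mean inhibition reaches 70% but some replicates fall short; inactive = mean inhibition below 70%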
# Target sequence (P26447 whole entry, looked up): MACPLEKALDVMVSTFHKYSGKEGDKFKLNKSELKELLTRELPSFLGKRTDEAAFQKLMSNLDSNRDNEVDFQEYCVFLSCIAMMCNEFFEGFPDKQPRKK
#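 Test system: S100A4 monomer protein. Medium: HEPES buffer with Ca2+, pH 7.2. Reagent: fluorescent myosin IIA peptide, 5 nM. Compound dosing: single-point compound testing. Timing: 5 min between mix addition and reading. Benchmarks: DMSO neutral and TFP positive wells.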
# FN deposit inh = fibronectin deposition inhibition. AH1F fibroblasts, Alexa488-fibronectin deposition fluorescence, overnight. inhibition, % at 12.6 µM. 350,000 compounds, 0.086% hits. AID 743247;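 active = mean inhibition across replicates of 30% or more, regardless of how many single replicates reach that level; inconclusive = mean under 30% yet at least half of replicates reach 30%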;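 note: positive control wells lacked labelled fibronectin entirely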
#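 Assay system: AH1F fibroblast monolayer, labelled fibronectin deposition. Amount: 10000 cells per well. Also added: labelled fibronectin 24 nM. Compound: single-point pinned compound. Incubation: cell attachment 1 h, compound and FN exposure overnight. Detection: fluorescence after three HBSS washes, excitation 485 nm, emission 525 nm. Read-out: inhibition of fibronectin deposition signal.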
# PAX8 reporter = PAX8 transcriptional activity inhibition; RMG-I TPO-luciferase reporter, SteadyGlo, 24 h; inhibition, % at 12.6 µM; 360,000 compounds, 1.2% hits;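 active = mean replicate inhibition at least 60% with every replicate also reaching 60%; inconclusive = only one of the two criteria is met; inactive = mean below 60% and not all replicates reaching 60%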;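 note: luciferase light reporting Pax8 driven TPO promoter activity; plate controls were median of neutral control wells for no effect and mitoxantrone controls for full effect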
# PglD inh = blocks C. jejuni PglD acetyltransferase activity; purified PglD enzyme, DTNB colorimetric CoA detection; inhibition, % at 12.5 µM; 360,000 compounds, 0.098% hits; AID 602405; in the data active = inhibition above about 16%, passing the limit was not always enough; inconclusive = no clear call, values can overlap the other calls; note: strong numbers were not always called active
# An asterisk follows results filed as active; ? = inconclusive; . = not tested or not shown; & = joins results of further samples.
No.	molecule	PglD inh	FN deposit inh	LGR2 inh	PAX8 reporter	PGC1a acetyl inh	ERAP1 inh	S100A4 MyoIIA	EWS-Fli inh
1	Cc1cc(C)c(S(=O)(=O)N2CCOC2CNC(=O)C(=O)NCCc2ccc(S(N)(=O)=O)cc2)c(C)c1 (stereo unspecified)	-3	5	11	22	26	3	-15	2
2	O=C1CN(Cc2ccc(F)cc2)C[C@@H]2[C@H](c3ccc(-c4cccnc4)cc3)[C@@H](CO)N12	.	.	-2	.	-1	1	-2	.
3	CCC(=O)Nc1ccc(S(=O)(=O)Nc2ccccn2)cc1	.	-5	-31	4	-2	-5	1	-3
4	CO[C@@H]1CN(C)C(=O)c2cc(NC(C)=O)ccc2OC[C@H](C)N(Cc2cc(F)ccc2F)C[C@H]1C	3	14	-1	-1	?	2	-2	1
5	Cc1ccccc1S(=O)(=O)N1C[C@H]2CON(C)[C@H]2C[C@H]1c1cccc(-c2ccc(C#N)cc2)c1	1	-2	18	13	-9	1	-2	6
6	N#CC1(NC(=O)COC(=O)c2nc(Cl)c(Cl)c(N)c2Cl)CCCCC1	2	-4	14	12	-2	0	-7	3
7	COc1ccc(-c2nc3ccccc3s2)cc1NC(C)=O	5	-18	-59	-51	-6	-4	-27	-75
8	COc1cccc(C(=O)NNC(=O)C(=O)Nc2ccc(C)c(Cl)c2)c1	3	4	7	-5	6	0	1	4
9	COc1ccc(C(=O)C[n+]2cccc(C)c2C)cc1[N+](=O)[O-]	.	.	8	5	.	-1	-4	-7
10	CCOC(=O)N1CCN(C(=O)CSc2nc(=O)n3ccccc3n2)CC1	0	2	-2	4	.	3	0	-11
11	COc1ccc2nc(NCc3ccc(OC)c(OC)c3OC)sc2c1	-4	0	-19	-18	.	2	-3	-21
12	C[C@H]1CN([C@@H](C)CO)C(=O)c2cccc(NS(=O)(=O)c3ccc(Cl)cc3)c2O[C@@H]1CN(C)Cc1ccc(C(=O)Nc2ccccc2N)cc1	.	-5	-6	32	5	1	2	13
13	CCC(=O)N1CC(=O)N2[C@H](C1)[C@@H](c1ccc(C#CCc3ccccc3)cc1)[C@@H]2CO	.	.	2	.	-16	1	1	.
14	C[C@@H]1CN([C@@H](C)CO)C(=O)c2cccc(NC(=O)CCCCCC(=O)Nc3ccccc3N)c2O[C@H]1CN(C)Cc1ccc(Cl)c(Cl)c1	.	-2	-5	52	-26	-8	3	33
15	CO[C@@H]1CN(C)C(=O)c2cc(NS(=O)(=O)c3ccccc3F)ccc2OC[C@@H](C)NC[C@@H]1C	-5	-7	-8	.	2	-2	5	0
16	C[C@@H]1CN([C@H](C)CO)C(=O)c2cc(NS(=O)(=O)c3ccc(F)cc3)ccc2O[C@H]1CN(C)Cc1ccc(C(F)(F)F)cc1	2	-12	-18	-34	?	.	.	8
17	CC(=O)N(C)C[C@@H]1Oc2cc(-c3cccnc3)ccc2S(=O)(=O)N([C@H](C)CO)C[C@H]1C	-4	-2	3	-7	17	3	0	0
18	CC(=O)Nc1ccc(-c2ccnc3c2CC(C)(C(=O)Nc2ccc(F)c(Cl)c2)O3)cc1 (stereo unspecified)	-1	19	34	19	4	0	-5	10
19	C[C@@H]1CN([C@@H](C)CO)C(=O)c2cccc(NC(=O)NC3CCCCC3)c2O[C@@H]1CN(C)Cc1ccncc1	-2	.	-8	-36	2	-2	13	6
20	CN(C)S(=O)(=O)c1ccc(Cl)c(C(=O)NCCNC(=O)c2cc(S(=O)(=O)N(C)C)ccc2Cl)c1	.	4	16	-1	.	2	0	9
21	CC1(C(=O)NS(=O)(=O)C2CC2)CCN(C(=O)CSc2ccccc2)C1 (stereo unspecified)	-4	2	17	3	-19	5	-4	6
22	CC1(C(=O)OCC(=O)Nc2nnc(-c3ccccc3)o2)CC1(Cl)Cl (stereo unspecified)	.	4	16	-4	.	3	-2	-5
23	COc1ccc(-c2nc3n(n2)C(c2ccccc2)C2=C(CCCC2=O)N3)cc1OC (stereo unspecified)	-1	-8	.	-19	-1	.	.	.
24	Cc1onc(-c2ccccc2)c1C(=O)Nc1ccc(-c2nnc3n2CCCCC3)cc1	-1	3	.	-1	3	.	.	.
25	Cc1ccc(S(=O)(=O)N[C@@H](Cc2ccccc2)C(=O)N2CCC(C(=O)N[C@@H](CC(C)C)C(=O)O)CC2)cc1	-2	10	-3	13	0	-2	0	0
26	COc1cccc(N/C(SC)=C(/C#N)C(=O)NCc2cccs2)c1	.	-1	-10	17	.	2	2	8
27	CN(C)c1ccc(C(=O)OCC(=O)NCCNC(=O)COC(=O)c2ccc(N(C)C)cc2)cc1	0	.	-19	-11	.	-4	-2	13
28	CN(C)C(=O)N1CCNCC1	.	8	7	-30	5	2	-5	-1
29	CCCc1ccc(C(=O)NNC(=O)c2ccc(Br)cc2)cc1	10	-1	-15	-3	.	.	.	.
30	CC1CCCC(NC(=O)C2COc3ccccc3O2)C1C (stereo unspecified)	-2	6	20	-23	-3	-3	1	-6
31	CCOC(=O)CNC(=O)CSc1ccc(-c2nc3ccccc3[nH]2)cn1	0	-11	-10	16	.	1	13	4
32	C[C@H](CO)N1C[C@H](C)[C@@H](CN(C)Cc2ccc(F)cc2)Oc2ncc(-c3ccc(F)cc3)cc2C1=O	.	-9	-6	.	-22	.	.	-6
33	CSCCC(NC(=O)c1ccco1)C(=O)N1CCN(Cc2ccccc2)CC1 (stereo unspecified)	1	-10	18	3	.	3	0	-6
34	O=C(C[C@H]1C[C@@H]2c3cc(NC(=O)Nc4ccc(F)cc4)ccc3O[C@@H]2[C@@H](CO)O1)NCC1CC1	0	-1	-6	10	5	.	.	3
35	O=C(Nc1cccnc1)c1ccc(Oc2ccccc2)cc1	6	5	.	-141	-78	.	.	.
36	C[C@@H]1CN([C@@H](C)CO)C(=O)c2cccc(NS(=O)(=O)c3ccc(F)cc3)c2O[C@H]1CN(C)C(=O)Nc1ccc2c(c1)OCO2	2	.	-2	2	-8	3	-10	-17
37	COc1cc(C#N)c(N=C(SCC#N)N2CCOCC2)cc1OC	1	1	3	5	-5	0	1	1
38	C=CCS(=O)(=O)c1cccc2cccnc12	.	7	22	7	5	-3	1	-12
39	Cc1ccccc1C(=O)NCC(=O)OCCOc1ccc(C(C)C)c(C)c1	1	.	-6	-21	.	-1	-5	-5
40	C/C(=N\NC(=O)C(c1ccccc1)c1ccccc1)c1ccc(O)cc1	-7	6	-4	2	.	-2	-1	7

# Look-ups from the list.
# PglD inh with entry 37 → 1
# PAX8 reporter with entry 39 → -21

# Continuation:
No.	molecule	PglD inh	FN deposit inh	LGR2 inh	PAX8 reporter	PGC1a acetyl inh	ERAP1 inh	S100A4 MyoIIA	EWS-Fli inh
41	O=C(NC1CCCc2ccccc21)c1ccc([N+](=O)[O-])cc1 (stereo unspecified)	-2	2	1	-4	.	-3	3	0
42	COc1cccc(CNC(=O)Cn2ncc3c(=O)oc4ccccc4c32)c1	-4	-6	16	9	2	-3	0	1
43	C[C@@H]1CN([C@@H](C)CO)C(=O)c2cc(C#CCN(C)C)cnc2O[C@@H]1CN(C)C(=O)c1cccc(F)c1	-3	4	-11	.	8	-1	-1	-12
44	CCC(C)/C(C)=N/NC(=O)C1COc2ccccc2O1 (stereo unspecified)	.	13	-12	-6	.	0	4	-13
45	O=C(NC1CCCC1)N1CCCCN2[C@H](CO)[C@H](c3ccc(-c4cncnc4)cc3)[C@@H]2C1	1	.	10	-8	0	-1	3	0
46	CC(=O)Nc1cc2c3c(c1)CC(=O)N3CCC2	2	-12	-11	0	9	1	9	7
47	COc1ccc(N2CCN(S(=O)(=O)c3ccc(-n4cnnn4)c(C)c3)CC2)cc1	.	1	-3	-5	.	2	3	9
48	CCOP(=O)(OCC)c1nc(-c2ccc(F)cc2)oc1NCc1ccccc1	.	8	10	2	.	-3	-1	1
49	O=C(Nc1ccncc1)C1CCN(S(=O)(=O)c2cccs2)CC1	.	1	0	-5	-10	-2	1	20
50	Cc1c(C#N)c(O)[nH]c(=O)c1N=Nc1ccc(Cl)c(C(=O)O)c1	6	-1	-2	-7	6	0	0	2
51	CN1C(=O)c2cc(NC(=O)c3cccc(F)c3)ccc2OC[C@@H]2O[C@H](CC(=O)Nc3ccccc3)CC[C@@H]21	1	4	-20	20	3	1	-14	3
52	CCOc1ccccc1NC(=O)CSc1nnc(-c2ccncc2)o1	-3	2	4	2	.	-1	0	-1
53	CCCNC(=O)Nc1ccc2c(c1)C(=O)N(C)C[C@H](OC)[C@H](C)CN(C(=O)C1CCOCC1)[C@@H](C)CO2	6	15	3	-16	0	1	-10	0
54	CCOC(=O)C1(CCc2ccccc2)CCN(C(=O)C2CCCO2)CC1 (stereo unspecified)	.	-4	-16	-30	4	14	4	-6
55	CC1CN(C(=O)COC(=O)Cc2c(F)cccc2Cl)CC(C)O1 (stereo unspecified)	-2	1	6	-3	.	0	-1	6
56	COc1ccc(NS(=O)(=O)Cc2ccccc2Cl)cn1	7	9	.	5	0	.	.	.
57	Cc1ccc(CNC(=O)C2CCN(C(=O)c3cccc(Cl)c3)CC2)cc1	-3	3	-6	4	-1	0	-6	.
58	O=C(NCC(c1ccco1)N1CCc2ccccc21)c1ccccc1Cl (stereo unspecified)	1	-1	12	-1	.	-3	4	-1
59	O=c1[nH]c2cc(S(=O)(=O)CCO)ccc2o1	4	-2	-4	1	6	-1	-7	-3
60	O=C(NN(C(=O)c1ccccc1)c1ccccc1)c1ccccc1	7	-2	-10	14	34	.	0	12
61	CC(C)(CO)CNC(=O)CCc1nnc(Cc2ccc(-c3ccccc3)cc2)o1	.	4	-9	2	-6	5	-3	8
62	Cc1ccc(S(=O)(=O)N2[C@@H]3CNC[C@H]2C3c2ccc(/C=C/c3ccccc3)cc2)cc1 (stereo partly specified)	.	1&-5	-34&28	.	-8&1	0&3	-37&-5	.
63	C[C@H](CO)N1C[C@H](C)[C@@H](CN(C)S(C)(=O)=O)Oc2c(NC(=O)Cc3ccccc3)cccc2C1=O	10	30*	4	-11	.	.	4	2
64	C[C@H]1CN([C@@H](C)CO)C(=O)Cc2cc(NC(=O)CCN3CCOCC3)ccc2O[C@H]1CN(C)Cc1ccc(Cl)c(Cl)c1	0	.	-4	-7	4	3	-4	0
65	COc1ccc(CN2C[C@H](O)COC[C@@H]3O[C@H](CC(=O)NCc4ccncn4)CC[C@H]32)cc1	-7	7&-2	25&7	5&-7	6	-3&-2	-7&-5	2&-7
66	CCCc1[nH]n(-c2ccc([N+](=O)[O-])cc2)c(=O)c1C=NCCc1ccc(OC)c(OC)c1	.	14	-19	7	.	2	-6	-2
67	O=C(Cc1ccc(NC(=O)C2CCCN(C(=O)C3CCCCC3)C2)cc1)Nc1ccc(C(=O)N2CCOCC2)cc1 (stereo unspecified)	-2	-6	6	-2	-7	-6	-1	10
68	COC(=O)c1cccc(NC(=O)/C=C/c2cccc([N+](=O)[O-])c2)c1	.	.	-7	.	.	2	0	14
69	NC(=O)c1ccccc1Nc1nc(NCCO)nc(N2CCCC2)n1	1	-14	-3	-7	.	3	-2	-3
70	COc1cccc(CC2(CO)CCN(S(=O)(=O)N(C)C)CC2)c1	.	-1	-3	5	.	0	-1	5

# Source: PubChem (Broad Institute)
